OXTR ag: human OXTR agonism; P30559; CHO-OTR cells, Fluo-8 calcium fluorescence; normalized: DMSO 0%, oxytocin 100%; activation, % at 3 µM; 0.32% of 320,000 active; AID 2435;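 active = activation above the mean of all tested compounds plus 3 SD, cutoff set per screening run, cut at about 20% in these data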;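 also: peak over basal fluorescence ratio from a 100 s FLIPR kinetic read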
OXTR potentiate: human OXTR potentiation; CHO-OTR cells, Fluo-8 calcium fluorescence, potentiator mode; 0% = oxytocin EC15, 100% = EC100; P30559; activation, % at 3 µM; 0.061% of 320,000 active;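 active = activation above that plate's cutoff, the mean activation of tested compounds plus 3 SD, cut at about 6.6% in these data, passing the limit was not always enough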;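 also: 100% uses oxytocin at 75 nM as the full agonist control; some results filed as inactive read as strong as hits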
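assay system = CHO-OTR cells, human receptor | schedule = compound 6 min at room temperature before oxytocin, 100 s read | detection = Fluo-8 intracellular calcium fluorescence, ex 470-495, em 515-575 nm | evaluation = normalized max/min fluorescence ratio, % activation | control set = EC15 oxytocin alone as 0%, 75 nM oxytocin (EC100) as 100%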
M1 antag: antagonists of human M1 muscarinic receptor | P11229 | CHO-K1 hM1, Fluo-8 calcium fluorescence, ACh EC80 antagonist | inhibition, % at 3 µM | 1.3% of 360,000 active | AID 588852;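 active = percent inhibition above its own plate's cutoff, namely the mean of that plate's compound wells plus 3 SD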;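 also: peak over basal fluorescence ratio during 140 s after agonist addition; 0% = ACh EC80 plus DMSO and 100% = DMSO alone without agonist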
Target sequence (P11229 whole entry, looked up): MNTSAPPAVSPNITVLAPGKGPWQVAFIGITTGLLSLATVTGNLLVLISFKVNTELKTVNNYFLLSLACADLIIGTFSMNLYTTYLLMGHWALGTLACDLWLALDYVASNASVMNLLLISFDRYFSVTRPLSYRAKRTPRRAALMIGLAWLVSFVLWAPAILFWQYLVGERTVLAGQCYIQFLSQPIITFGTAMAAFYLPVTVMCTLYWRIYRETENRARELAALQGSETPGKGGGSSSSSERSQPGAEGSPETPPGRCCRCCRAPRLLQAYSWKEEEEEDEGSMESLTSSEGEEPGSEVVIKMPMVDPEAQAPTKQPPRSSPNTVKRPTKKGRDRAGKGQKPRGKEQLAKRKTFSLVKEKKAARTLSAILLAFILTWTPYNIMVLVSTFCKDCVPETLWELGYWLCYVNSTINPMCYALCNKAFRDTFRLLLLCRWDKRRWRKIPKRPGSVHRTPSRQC
V1R ag counter: counter-screen for oxytocin receptor agonists: human V1a receptor agonists | activation, % at 3 µM | P37288 | 0.25% of 320,000 active | CHO-V1R cells, Fluo-8 calcium fluorescence, agonist mode; 0% DMSO, 100% 3 nM vasopressin;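 active = activation above the mean activation of all tested compounds plus 3 SD, per screening run, cut at about 20% in these data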;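 also: signal is peak over basal fluorescence ratio across a 100 second FLIPR read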
M1 PAM: positive allosteric modulators of human M1 muscarinic receptor; activation, % at 3 µM; 0.088% of 360,000 active; CHO-K1 hM1, Fluo-8 calcium fluorescence, ACh EC20; 0% = ACh EC20, 100% = maximal ACh; in the data active = activation above about 19%, passing the limit was not always enough
M1 ag: activates human CHRM1 receptor; P11229; CHO-K1 hM1, Fluo-8 calcium fluorescence, agonist mode; 0% DMSO, 100% acetylcholine EC100; activation, % at 3 µM; 0.33% of 360,000 active;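 active = activation above the run's mean compound activation plus 3 SD, cut at about 16% in these data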;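 also: peak over basal fluorescence ratio within a 140 s kinetic read after compound addition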
TAAR1 ag: agonists of human TAAR1; CHO RD-HGA16 TAAR1, Fluo-8 calcium fluorescence; vehicle wells 0%, saturating PEA agonist 100%; 0.99% of 360,000 active; activation, % at 3 µM;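 active = activation above the mean activation of all test compounds in the run plus 3 SD, cut at about 38% in these data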
Target sequence (Q96RJ0 whole entry, looked up): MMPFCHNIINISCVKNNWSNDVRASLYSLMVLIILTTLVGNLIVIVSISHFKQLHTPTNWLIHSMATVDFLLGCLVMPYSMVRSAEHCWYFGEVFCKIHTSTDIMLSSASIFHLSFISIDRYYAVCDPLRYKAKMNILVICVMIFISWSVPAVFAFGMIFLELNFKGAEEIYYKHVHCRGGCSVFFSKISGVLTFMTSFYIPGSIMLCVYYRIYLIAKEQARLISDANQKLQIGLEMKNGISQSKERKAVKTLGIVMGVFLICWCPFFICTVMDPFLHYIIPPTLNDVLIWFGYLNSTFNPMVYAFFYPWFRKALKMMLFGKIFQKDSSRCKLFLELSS
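Signal – calcium-sensitive Fluo-8 signal, excitation 470-495, emission 515-575 nm · System – RD-HGA16 (CHO) cells co-expressing Gα16 and hTAAR1 · Incubation – 17-24 h seeding, 75 min 37 °C dye, 30 min RT · Compound dosing – 3 µM single concentration · Repeats – no replicates (n 1)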
TAAR1 antagonist: human TAAR1 antagonism. CHO RD-HGA16 TAAR1, Fluo-8 calcium fluorescence, antagonist. inhibition, % at 3 µM. 1.5% of 360,000 active. AID 624466;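 active = inhibition above a per-plate cutoff, the mean inhibition of test compounds on that plate plus 3 SD, cut at about 49% in these data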;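 also: 0% = DMSO plus EC80 beta-PEA response and 100% = DMSO alone without agonist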
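Test system: RD-HGA16 CHO cells with stable hTAAR1 and Gα16 / Probe or stimulus: EC80 β-phenethylamine stimulus / Times: seeding 17-24 h prior, 75-min 37 °C, 30-min RT dye loading / Detection: Fluo-8 calcium-sensitive fluorescence / Read-out basis: % inhibition scaled between DMSO and EC80 PEA controls / Repeats: singlicate, one well per test compound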
CHO parental Ca: signal in parental CHO cells, OX1R antagonist counter-screen; parental CHO-K1, ATP-induced calcium, Fluo-8 fluorescence; inhibition, % at 5.6 µM; 0.63% of 330,000 active;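 active = inhibition above that plate's mean sample inhibition plus 3 SD, cut at about 26% in these data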;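 also: 0% = ATP-challenged DMSO wells and 100% = DMSO wells without ATP; some compounds past the cut are filed as inactive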
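material = parental CHO cells | also added = ATP as calcium-mobilizing challenge | dosing = single point at 5.6 µM | detection = intracellular calcium via Fluo-8 no-wash fluorescent dye | read-out = % inhibition | benchmarks = low control ATP plus DMSO, high control DMSO only | repeats = one well per compound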
The depositor's hits bear a star.

Start of the data: the first three records, to show the layout:
What do the screens show for `COCCN(CC(=O)Nc1cccc(S(=O)(=O)N2CCCC2)c1)Cc1nc2ccccc2c(=O)[nH]1`?
M1 antag: 6; M1 PAM: -4; M1 ag: -7; TAAR1 ag: 5; TAAR1 antagonist: -3

Results for COC(=O)c1c(N)sc2c1CCN(c1ncc(C(F)(F)F)cc1Cl)C2 ?
OXTR ag: -2.2; OXTR potentiate: -18; M1 antag: -2; V1R ag counter: -0.9; M1 PAM: 1; M1 ag: -3; TAAR1 ag: 3; TAAR1 antagonist: -8; CHO parental Ca: -28

How did COc1cc(C2N(c3ccccc3)CCN2c2ccccc2)ccc1OC(C)=O do in these assays?
OXTR ag: -0.7; OXTR potentiate: -6; M1 antag: -2; V1R ag counter: -1.2; M1 PAM: 4; M1 ag: -5; TAAR1 ag: 15; TAAR1 antagonist: -1; CHO parental Ca: -25

The list itself, repeating the preview:
What do the screens show for `COCCN(CC(=O)Nc1cccc(S(=O)(=O)N2CCCC2)c1)Cc1nc2ccccc2c(=O)[nH]1`?
M1 antag: 6; M1 PAM: -4; M1 ag: -7; TAAR1 ag: 5; TAAR1 antagonist: -3

Results for COC(=O)c1c(N)sc2c1CCN(c1ncc(C(F)(F)F)cc1Cl)C2 ?
OXTR ag: -2.2; OXTR potentiate: -18; M1 antag: -2; V1R ag counter: -0.9; M1 PAM: 1; M1 ag: -3; TAAR1 ag: 3; TAAR1 antagonist: -8; CHO parental Ca: -28

How did COc1cc(C2N(c3ccccc3)CCN2c2ccccc2)ccc1OC(C)=O do in these assays?
OXTR ag: -0.7; OXTR potentiate: -6; M1 antag: -2; V1R ag counter: -1.2; M1 PAM: 4; M1 ag: -5; TAAR1 ag: 15; TAAR1 antagonist: -1; CHO parental Ca: -25

Results for CC(=O)c1sc(NC(=O)CCNC(=O)c2ccco2)nc1-c1ccccc1 ?
OXTR ag: -0.4; OXTR potentiate: -8; M1 antag: -2; V1R ag counter: 0.0; M1 PAM: 3; M1 ag: -1; TAAR1 ag: 4; TAAR1 antagonist: 10; CHO parental Ca: -23

How did COc1ccc(NC(=O)c2ccco2)cn1 do in these assays?
OXTR ag: 1.2; OXTR potentiate: -8; M1 antag: -3; V1R ag counter: 3.7; M1 PAM: 6; M1 ag: -3; TAAR1 ag: 1; TAAR1 antagonist: 10; CHO parental Ca: -10

How did NC(=O)CCC(NC(=O)OCc1ccccc1)C(=O)OCC(=O)c1ccccc1 (configuration not stated) do in these assays?
M1 antag: 0; M1 PAM: -2; M1 ag: -1; TAAR1 ag: 2; TAAR1 antagonist: 1

What do the screens show for `Cc1oc(-c2ccccc2)cc1C(=O)Nc1ccc2ccccc2c1`?
OXTR ag: -0.7; OXTR potentiate: 2; M1 antag: -29; V1R ag counter: 2.5; M1 PAM: 10; M1 ag: -3; TAAR1 ag: 3; TAAR1 antagonist: 5; CHO parental Ca: -3

How did CC1Cc2cc(/C(O)=C3/C(=O)C(=O)N(CCCn4ccnc4)C3c3ccco3)ccc2O1 (configuration not stated) do in these assays?
OXTR ag: 1.6; OXTR potentiate: -12; M1 antag: 12; V1R ag counter: 0.1; M1 PAM: -7; M1 ag: -4; TAAR1 ag: 0; TAAR1 antagonist: 2; CHO parental Ca: 4

How did Cc1ccc(C(=O)NC(CCc2ccccc2)C(=O)O)cc1 (configuration not stated) do in these assays?
M1 antag: -15; M1 PAM: 12; M1 ag: -1; TAAR1 ag: 0; TAAR1 antagonist: 6; CHO parental Ca: -7

How did CCCCN(CC)Cc1ccc(CNC(=O)Nc2ccc(Cl)cc2)o1 do in these assays?
OXTR ag: 2.8; OXTR potentiate: 1; M1 antag: -17; V1R ag counter: 1.3; M1 PAM: 6; M1 ag: -4; TAAR1 ag: 30; TAAR1 antagonist: -30; CHO parental Ca: -14

How did O=C(c1cc(-c2ccc(F)cc2)no1)N1CCN(Cc2ccc3c(c2)OCO3)CC1 do in these assays?
OXTR ag: 1.4; OXTR potentiate: -11; M1 antag: 0; V1R ag counter: 2.5; M1 PAM: -4; M1 ag: -4; TAAR1 ag: 1; TAAR1 antagonist: -9; CHO parental Ca: 2

How did O=C(CSc1n[nH]c(-c2cccnc2)n1)Nc1ccnc2ccccc12 do in these assays?
OXTR ag: -0.5; OXTR potentiate: -3; M1 antag: -4; V1R ag counter: 0.1; M1 PAM: 2; M1 ag: 0; TAAR1 ag: 10; TAAR1 antagonist: 9; CHO parental Ca: 14

Results for COc1ccc(C(Nc2ccccn2)c2c(NC(=O)c3ccco3)sc(C)c2C)cc1OC (configuration not stated) ?
OXTR ag: -0.7; OXTR potentiate: 0; M1 antag: 7; V1R ag counter: 0.0; M1 PAM: 4; M1 ag: -9; TAAR1 ag: 9; TAAR1 antagonist: 9; CHO parental Ca: -17

Results for O=C(NN1C(=O)NC2(CCCCC2)C1=O)c1ccc(Cl)s1 ?
OXTR ag: -0.2; OXTR potentiate: -3; M1 antag: -3; V1R ag counter: 0.3; M1 PAM: 7; M1 ag: -5; TAAR1 ag: 10; TAAR1 antagonist: 12; CHO parental Ca: -2

Results for CN(Cc1ccccc1)S(=O)(=O)c1ccc(Cl)c(C(=O)NCc2ccc3c(c2)OCO3)c1 ?
OXTR ag: 0.1; OXTR potentiate: -15; M1 antag: 17; V1R ag counter: 4.8; M1 PAM: -10; M1 ag: -4; TAAR1 ag: 7; TAAR1 antagonist: 15; CHO parental Ca: -13

What do the screens show for `O=C(NCc1nc2ncc(Br)cc2[nH]1)c1ccccc1`?
OXTR ag: -0.4; OXTR potentiate: -3; M1 antag: -8; V1R ag counter: -0.1; M1 PAM: 6; M1 ag: -2; TAAR1 ag: 2; TAAR1 antagonist: -5; CHO parental Ca: 3

What do the screens show for `CC(/C=N/NC(=O)CSc1nc2ccccc2n1C)=C\c1ccco1`?
OXTR ag: -1.3; OXTR potentiate: -1; M1 antag: -2; V1R ag counter: -0.6; M1 PAM: 1; M1 ag: -7; TAAR1 ag: -2; TAAR1 antagonist: 2; CHO parental Ca: -15

How did CCCOC(=O)C1C2C=C[C@]3(CN(CCc4ccccc4)C(=O)[C@H]13)O2 (some centres not stated) do in these assays?
OXTR ag: -1.1; OXTR potentiate: -2; M1 antag: -23; V1R ag counter: 0.2; M1 PAM: 17; M1 ag: -1; TAAR1 ag: 10; TAAR1 antagonist: -8; CHO parental Ca: -13

What do the screens show for `Cc1ccsc1C(=O)OC1CCOC1=O` (configuration not stated)?
OXTR ag: 1.1; OXTR potentiate: -2; M1 antag: -22; V1R ag counter: 0.5; M1 PAM: 4; M1 ag: -2; TAAR1 ag: 3; TAAR1 antagonist: -15; CHO parental Ca: -5

Results for O=C(O)Cc1ccc(NC(=S)Nc2ccc(Br)cc2Cl)cc1 ?
OXTR ag: 0.1; OXTR potentiate: -5; M1 antag: -2; V1R ag counter: -0.1; M1 PAM: 11; M1 ag: 0; TAAR1 ag: 1; TAAR1 antagonist: -11; CHO parental Ca: -13

What do the screens show for `CCOc1ccccc1N1CCN(Cc2ccc(OC)c(OC)c2)CC1`?
OXTR ag: 0.5; OXTR potentiate: -1; M1 antag: 9; V1R ag counter: -0.5; M1 PAM: -2; M1 ag: -5; TAAR1 ag: 7; TAAR1 antagonist: 3; CHO parental Ca: -15

How did Cc1cc(Cl)ccc1NC(=O)c1ccc2c(c1)CCN2S(C)(=O)=O do in these assays?
M1 antag: -8; M1 PAM: 2; M1 ag: -3; TAAR1 ag: 7; TAAR1 antagonist: 19

How did COCCNC(=O)C1CCC(CNS(=O)(=O)c2ccccc2)CC1 (configuration not stated) do in these assays?
OXTR ag: 0.6; OXTR potentiate: -8; M1 antag: -9; V1R ag counter: 0.9; M1 PAM: 6; M1 ag: -4; TAAR1 ag: 3; TAAR1 antagonist: -6; CHO parental Ca: -6

Results for CC(C)c1ccc(N(CC(=O)N/N=C/c2ccc(OC3CSC3)cc2)S(=O)(=O)c2ccccc2)cc1 ?
OXTR ag: -0.7; OXTR potentiate: -2; M1 antag: -4; V1R ag counter: 1.2; M1 PAM: 2; M1 ag: -5; TAAR1 ag: 0; TAAR1 antagonist: -1; CHO parental Ca: -18

How did Cc1ccc(C)c(NC(=O)c2ccccc2NS(=O)(=O)c2cc([N+](=O)[O-])ccc2C)c1 do in these assays?
OXTR ag: 10; OXTR potentiate: -15; M1 antag: 7; V1R ag counter: 8.3; M1 PAM: 0; M1 ag: 2; TAAR1 ag: 8; TAAR1 antagonist: 1; CHO parental Ca: 7

What do the screens show for `Cc1ccc(C(=O)Nc2cccnc2)cc1S(=O)(=O)N1CCCCC1`?
OXTR ag: 1.0; OXTR potentiate: -3; M1 antag: 7; V1R ag counter: 0.2; M1 PAM: -3; M1 ag: -8; TAAR1 ag: 7; TAAR1 antagonist: 1; CHO parental Ca: -19

What do the screens show for `CC(=O)c1cccc(NC(=O)C2CCN(C(=O)c3cccs3)CC2)c1`?
OXTR ag: 0.1; OXTR potentiate: -4; M1 antag: -11; V1R ag counter: 0.8; M1 PAM: 6; M1 ag: -6; TAAR1 ag: 1; TAAR1 antagonist: 1; CHO parental Ca: -9

What do the screens show for `Cc1ccc(S(=O)(=O)N/N=C/c2cc(Br)ccc2O)cc1`?
OXTR ag: 0.3; OXTR potentiate: -5; M1 antag: -34; V1R ag counter: 1.2; M1 PAM: 5; M1 ag: 1; TAAR1 ag: 3; TAAR1 antagonist: -24; CHO parental Ca: -21

How did Cc1[nH][nH]c(=O)c1C(c1ccccc1[N+](=O)[O-])C(C#N)C#N (configuration not stated) do in these assays?
OXTR ag: 0.5; OXTR potentiate: -9; M1 antag: -10; V1R ag counter: 1.0; M1 PAM: 15; M1 ag: -3; TAAR1 ag: 7; TAAR1 antagonist: -2; CHO parental Ca: -4

What do the screens show for `COc1cc(NC(=S)N2CCN(c3ccccn3)CC2)c(OC)cc1Cl`?
OXTR ag: -0.7; OXTR potentiate: -2; M1 antag: 4; V1R ag counter: -0.6; M1 PAM: 8; M1 ag: -1; TAAR1 ag: 0; TAAR1 antagonist: -14; CHO parental Ca: -19

What do the screens show for `O=C(N/C(=C/c1ccccc1Cl)C(=O)N1CCCCC1)c1ccco1`?
OXTR ag: 0.8; OXTR potentiate: -3; M1 antag: -4; V1R ag counter: 0.6; M1 PAM: 5; M1 ag: -1; TAAR1 ag: 1; TAAR1 antagonist: 10; CHO parental Ca: -17

Screening results (PubChem BioAssay)
